Assay outcomes deposited in PubChem by NCI.
All columns: NCI-60 one-dose screen, growth in % after 48 h at 10 µM unless noted; 100 = growth as untreated, 0 = no growth, -100 = all killed.
SNB-19: SNB-19 CNS cancer cells | AID 1794751 | actives 2.5% (n = 81,000)
CAKI-1: CAKI-1 renal cancer; actives 4.7% (n = 75,000)
SNB-75: SNB-75 CNS cancer. AID 1794750. actives 5% (n = 79,000)
ACHN: ACHN renal cancer; actives 4.9% (n = 81,000); AID 1794771
RXF 393: RXF 393 renal cancer cells; actives 6.9% (n = 77,000)
SF-268: SF-268 CNS cancer cells; actives 3.1% (n = 82,000); AID 1794759
SF-539: SF-539 CNS cancer; actives 6.8% (n = 81,000)
A498: A498 renal cancer cells; actives 5.4% (n = 76,000)
* hit, by the source's call; nt = no result given; & = joins results of further samples. The calls were made as follows: active = growth percent below 10; inactive = the rest.

SMILES	SNB-19	CAKI-1	SNB-75	ACHN	RXF 393	SF-268	SF-539	A498
c1cnc2nc3c4ccccc4c4ccccc4c3nc2c1	nt	63	78	84	81	96	98	69
Cc1cc2c(cc1C)-n1c(C)cc(=O)n1C(c1ccccc1Br)N2 (centres undefined)	99	92	93	107	108	109	101	103
O=C1CCC(NCCO)N1 (centres undefined)	97	90	86	99	107	96	93	113
O=S(=O)(O)SCC1=NCCN1	96	91	88	102	109	100	96	98
COc1ccc2[nH]cc(-c3nc(N)nnc3-c3cn(C)c4ccc(F)cc34)c2c1	89	48	41	75	95	92	99	108
O=C(CSc1nnc(-c2c[nH]c3ccccc23)n1-c1ccccc1)c1ccccc1	19	53	100	60	nt	32	7.6*	106
COc1ccc(-c2cc3ccccc3[nH]2)cc1	97	82	96	101	107	105	92	98
CCCCC(C(=O)O)N1C(=O)CSC1=S (centres undefined)	99	98	96	110	112	100	104	106
COc1ccc(/C(C)=N/Nc2ncc(-c3cc(O)c(C)c(C)c3O)s2)cc1	99	103	105	101	87	96	101	86
COc1ccc(C2OCC3(CO)COC(c4ccc(OC)c(OC)c4)N23)cc1OC (centres undefined)	112	94	87	110	114	98	103	102
Cc1nn(-c2ccc(Cl)cc2)c2nc3c(nc12)c(=O)oc1ccccc13	100	98	92	100	136	104	nt	95
COc1cc(NCC(=O)Nc2cc(Nc3ccc(F)c(Cl)c3)ncn2)c(Cl)c(OC)c1Cl	110	nt	96	102	103	94	101	109
COc1nc(N)nc2c1N=C(c1ccc(C(F)(F)F)cc1)c1ccccc1N2	89	75	82	90	nt	97	96	98
CC(=O)/C(=C\N1CCNC1=S)C(=O)Nc1ccccc1	99	89	83	92	118	99	105	99
Cn1cc(-c2nonc2-c2cn(C)c3ccc(Br)cc23)c2ccccc21	28	26	-0.4*	33	42	37	-0.4*	-5.4*
C[C@]1(Cn2ccnn2)C(C(=O)O)N2C(=O)CC2S1(=O)=O (some centres undefined)	102	93	83	99	112	117	104	105
OCC1(CO)COC2(CCCC2)N1	102	88	107	100	106	106	102	114
CC12CCC3C(CC=C4CC(O)CCC43C)C1CC(O)C2 (centres undefined)	99	nt	102	95	109	94	102	100
O=C(NNC(=O)c1ccc(NC(=O)c2ccccn2)cc1)Nc1ccc2ccccc2c1	92	106	109	104	116	101	69	137
CS(=O)(=O)c1ccc(-c2nc3ccccc3n2CC(N)=O)cc1	98	96	84	93	106	108	97	111
COc1cccc(OC)c1-c1nnn(C)c1C(=O)N1CCN(c2ccc([N+](=O)[O-])cc2Cl)CC1	103	90	98	103	104	103	102	nt
COc1ccc(/C=C2\N=C(c3ccccc3)N(c3cc(OC)c(OC)cc3C(=O)N3N=C(C)CC3=O)C2=O)cc1	100	92	88	93	94	91	95	51
CN(C)c1ccc(C(c2ccc(N(C)C)cc2)C(O)c2ccccc2)cc1 (centres undefined)	103	93	93	101	126	100	99	nt
CS(=O)(=O)Nc1cc(-c2ccc3ncnc(Nc4cccc(Cl)c4)c3c2)cnc1Cl	18	2.5*	-10*	12	-44*	14	-22*	-58*
O=c1ccn(C2CC=C(CO)O2)c(=O)[nH]1 (centres undefined)	108	63	108	109	8.9*	109	100	101

Of the compounds above, these have an NH in an aromatic ring:
SMILES	SNB-19	CAKI-1	SNB-75	ACHN	RXF 393	SF-268	SF-539	A498
COc1ccc2[nH]cc(-c3nc(N)nnc3-c3cn(C)c4ccc(F)cc34)c2c1	89	48	41	75	95	92	99	108
O=C(CSc1nnc(-c2c[nH]c3ccccc23)n1-c1ccccc1)c1ccccc1	19	53	100	60	nt	32	7.6*	106
COc1ccc(-c2cc3ccccc3[nH]2)cc1	97	82	96	101	107	105	92	98
O=c1ccn(C2CC=C(CO)O2)c(=O)[nH]1 (centres undefined)	108	63	108	109	8.9*	109	100	101

An excerpt from above in order of molecular weight, descending:
SMILES	SNB-19	CAKI-1	SNB-75	ACHN	RXF 393	SF-268	SF-539	A498
CS(=O)(=O)Nc1cc(-c2ccc3ncnc(Nc4cccc(Cl)c4)c3c2)cnc1Cl	18	2.5*	-10*	12	-44*	14	-22*	-58*
COc1ccc(C2OCC3(CO)COC(c4ccc(OC)c(OC)c4)N23)cc1OC (centres undefined)	112	94	87	110	114	98	103	102
Cc1nn(-c2ccc(Cl)cc2)c2nc3c(nc12)c(=O)oc1ccccc13	100	98	92	100	136	104	nt	95
CN(C)c1ccc(C(c2ccc(N(C)C)cc2)C(O)c2ccccc2)cc1 (centres undefined)	103	93	93	101	126	100	99	nt

(continued)
SMILES	SNB-19	CAKI-1	SNB-75	ACHN	RXF 393	SF-268	SF-539	A498
COc1nc(OC)nc(N(CCO)c2ccccc2)n1	95	89	97	101	116	106	96	107
O=C(O)CCN1C(=O)/C(=C/c2ccc(Cl)cc2)SC1=S	99	105	87	99	109	99	102	101
Cc1ccc(NC(=O)/C=C/c2ccccc2)cc1	100	89	97	101	103	94	93	98
CC(=O)Oc1ccc(CCC(=O)c2c(OC(C)=O)cc(OC(C)=O)cc2OC(C)=O)cc1	103	100	83	100	114	95	83	89
O=c1[nH]cc(C(O)Cc2ccccc2)c(=O)[nH]1 (centres undefined)	102	86	86	100	105	114	99	101
Clc1ccc(/C=C/c2nn3c(-c4cccnc4)nnc3s2)cc1	91	84	110	97	78	103	104	74
O=[N+]([O-])c1ccc(/C=C\c2ccc([N+](=O)[O-])cc2)cc1	102	100	103	103	108	91	107	87
CC(C)Sc1nnc(-c2ccc(NC(=O)c3cccnc3)cc2)o1	68	73	85	105	108	102	89	80
Cc1nn(-c2ccc(F)cc2)c2ncnc(Nc3ccc(NC(=O)Nc4ccc(Cl)c(C(F)(F)F)c4)cc3)c12	24	12	32	3.5*	19	66	48	38
COc1ccc(COC=O)cc1	114	102	102	110	110	96	105	105
COC(=O)c1c(NC(=O)CC#N)sc(C)c1C	103	nt	90	114	nt	104	100	99
CCOC(=O)c1c2c(cn1Cc1ccccc1)-c1oncc1CC2	85	83	84	94	93	84	86	50
O=C(C[n+]1cc(Br)cc2ccccc21)c1ccc(O)c(O)c1	90	114	103	105	120	92	91	127
OC(c1cccc(C(F)(F)F)c1)c1cnccc1OC1CCCCCC1 (centres undefined)	84	67	103	74	66	93	90	76
CC(C)(C#N)OC(=O)Nc1c(Cl)cccc1Cl	97	95	89	112	113	106	101	104
CC(C)=N/N=C1/NC(=O)C(c2ccc(Cl)cc2)S1 (centres undefined)	110	110	88	98	113	101	96	nt
Nc1nc(Cl)c2ncn(CCCCCB(O)O)c2n1	97	117	124	99	106	101	95	88
Cc1cc(Cl)ccc1N=C(N)N	118	nt	114	120	112	106	nt	109
CCN(CC)CCSCCNc1ccnc2cc(Cl)ccc12	104	94	85	109	78	93	82	96
O=c1cc2oc3cc(O)c(O)cc3c(-c3ccccc3)c-2cc1O	100&50	99	87&30	100&33	94&36	93	97&67	95
COc1cc([N+](=O)[O-])c(OC)cc1I	108	nt	94	nt	107	96	96	97
O=C(Nc1ccc(C2CCNCC2)cn1)c1ccccc1	90	103	102	107	108	102	101	90
Cc1ncc(O)c(CO)c1O	107	105	101	100	115	94	103	100
COc1cc(/C=C/C(=O)c2ccccc2)ccc1Oc1nc(NCCO)nc(N2CCOCC2)n1	98	86	100	98	105	103	94	nt
COc1cccc(C(=O)N(c2ccc(F)c(C(F)(F)F)c2)C(C(=O)NC(C)(C)C)c2cc3c(C)cc(C)cc3nc2Cl)c1 (centres undefined)	80	52	56	74	83	66	94	92

(cont.)
SMILES	SNB-19	CAKI-1	SNB-75	ACHN	RXF 393	SF-268	SF-539	A498
COc1ccc(-c2cc(-c3cn(-c4cccc(Cl)c4)nc3-c3ccc(OC)cc3)nc(N)n2)cc1	90	84	95	102	102	94	102	86
Cc1ccc(-c2cc(-c3ccncc3)[nH]c(=O)c2C#N)s1	97	93	88	97	101	96	91	86
C=C1[C@H](OC(=O)C(C)C)[C@@H](OC(C)=O)[C@@H](OC(=O)c2cccnc2)C(C)(C)/C=C/[C@@H](C)C(=O)[C@@]2(O)C[C@H](C)[C@H](OC(=O)C(C)C)[C@@H]2[C@H]1OC(C)=O	99	79	81	94	100	92	104	79
CC1CC(=O)Oc2cc(O)c(O)cc21 (centres undefined)	97	98	86	105	90	98	99	116
N=c1c(S(=O)(=O)c2ccccc2)cc2c(=O)n3ccccc3nc2n1C1CCCC1	90	65	61	86	86	84	84	-1.4*
COc1ccc(-c2cs/c(=N\N=C\c3ccc(O)cc3O)n2/N=C/c2ccc(O)cc2O)cc1	5.6*	nt	30	-34*	-36*	4.3*	-33*	-6.1*
O=C(NC1CCN(Cc2ccccc2C(F)(F)F)C1=O)c1cc(C(F)(F)F)ccc1O (centres undefined)	95	90	82	100	102	98	95	83
CCCCO[C@@H]1C=C2[C@H]3CC(C)(C)C(=O)C[C@]3(C(=O)O[C@@H]3O[C@H](CO[C@@H]4O[C@H](CO)[C@@H](OC5OC(C)C(O)C(O)C5O)[C@H](O)[C@H]4O)[C@@H](O)[C@H](O)[C@H]3O)CC[C@@]2(C)[C@]2(C)CC[C@H]3C(C)(C)C(=O)CC[C@]3(C)[C@@H]12 (some centres undefined)	88	51	31	23	63	47	60	94
N#Cc1ccc(Oc2ccc3ccc(=O)oc3c2)cc1	89	nt	97	98	82	105	101	99
CCCCCO/N=C\c1c2c(O)c3c(O)c(C)c4c(c3c1O)C(=O)C(C)(O/C=C\C(OC)C(C)C(OC(C)=O)C(C)C(O)C(C)C(O)C(C)/C=C\C=C(\C)C(=O)N2)O4 (centres undefined)	34	15	39	30	37	31	37	63
C#Cc1ccc(-n2c(/C=C/c3ccc4ccccc4n3)nc3ncccc3c2=O)cc1	-1.0*	-21*	-59*	2.7*	-82*	-49*	-18*	-69*
NCCSc1ccccc1	95	81	67	93	100	100	103	90
COC(=O)C1=C(C)OC2OCCC12 (centres undefined)	nt	89	97	102	109	nt	100	112
N/C(=N\OC(=O)c1ccccc1)C(C(=O)NOC(=O)c1ccccc1)C1CCCCC1 (centres undefined)	76	-55*	36	26	82	32	75	86
O=S(=O)(O)c1ccc(N=Nc2ccc(N=Nc3cccc4ccccc34)c(S(=O)(=O)O)c2)cc1	110	97	90	98	119	106	102	90
NS(=O)(=O)c1ccc(NC(=O)N2CCN(Cc3ccccc3)CC2)cc1	108	96	74	100	104	109	97	98
Cc1ccc(-c2nnc(-c3cccc4ccccc34)o2)cc1	96	nt	65	81	98	105	109	nt
O=C1c2ccccc2C(c2ccccc2)C1c1ccccc1 (centres undefined)	92	72	64	98	102	98	101	102
O=C(CN1CCN(c2cc3c(cc2F)c(=O)c(C(=O)O)cn3C2CC2)CC1)Nc1ccc(Br)cc1	88	70	nt	78	88	83	85	43
COc1ccc(-c2c(C#N)cnc(N)c2-c2nc3cc(C)c(C)cc3[nH]2)cc1	68	nt	84	53	57	57	92	83
Nc1n[nH]c(CCCO)c1-c1nc2ccccc2c(=O)[nH]1	105	82	89	110	nt	109	97	107
CCOC(=O)/C(C#N)=C/c1ccc(Br)cc1	105	102	100	111	111	101	109	90

Complete entries, looked up by structure:
COc1ccc(-c2c(C#N)cnc(N)c2-c2nc3cc(C)c(C)cc3[nH]2)cc1 across the screens: SNB-19: 68; CAKI-1: nt; SNB-75: 84; ACHN: 53; RXF 393: 57; SF-268: 57; SF-539: 92; A498: 83
N#Cc1ccc(Oc2ccc3ccc(=O)oc3c2)cc1 across the screens: SNB-19: 89; CAKI-1: nt; SNB-75: 97; ACHN: 98; RXF 393: 82; SF-268: 105; SF-539: 101; A498: 99
Cc1ccc(-c2cc(-c3ccncc3)[nH]c(=O)c2C#N)s1 across the screens: SNB-19: 97; CAKI-1: 93; SNB-75: 88; ACHN: 97; RXF 393: 101; SF-268: 96; SF-539: 91; A498: 86
